TAG inh: reduces triacylglycerol accumulation in H9c2 cells. Nile Red lipid (TAG) fluorescence; cells loaded with 200 µM oleic acid. inhibition, % at 12.5 µM. actives 0.66% (n = 230,000). AID 651582;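 active = pattern-corrected inhibition of lipid staining of at least 50% with the nuclear-stain viability signal not falling by more than 50%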;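 also: 0% = DMSO wells and 100% = triacsin C control wells; some results filed as inactive read as strong as hits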
TAG inh DAPI viability: further read-out of TAG inh, marked with its call; DAPI nuclei signal change (viability), lower = more cytotoxic, %;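 whole-well DAPI fluorescence read on a plate reader as a viability signal; minus 50 percent equals half of cells still viable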
* = called active by the depositor; & = joins results of further samples. Some of the compounds tested. The share of hits here may be higher or lower than overall.

The line under a structure holds: TAG inh	TAG inh DAPI viability
> Cc1ccc(C(=O)OCC(=O)N2C(C)CCCC2C)cc1S(=O)(=O)N1CCOCC1 (stereo unspecified)
    -4	-22
> COCCN(CC(=O)Nc1ccc(F)cc1)S(=O)(=O)c1ccc(S(=O)(=O)N2CCCC2)cc1
    20	-14
> Cc1cc(NN)nc(NS(=O)(=O)c2ccccc2Cl)n1
    11	-4
> COc1ccc(N=Nc2nc3ccc(Br)cc3n2C)cc1
    -18	4
> COc1ccccc1C(CNC(=O)CN1C(=O)NC(C)(c2ccc3ccccc3c2)C1=O)N1CCCC1 (stereo unspecified)
    6	3
> COc1ccc(N=C2S/C(=C\c3ccc(OC(C)C(=O)O)c(OC)c3)C(=O)N2CCc2c[nH]c3ccccc23)cc1 (stereo unspecified)
    1	1
> CN(CC1CCOCC1)C(=O)CC1C(=O)NCCN1Cc1ccc(F)c(F)c1 (stereo unspecified)
    18	3
> CC(=O)[C@@]1(O)CC[C@H]2[C@@H]3CCC4=CC(=O)CC[C@]4(C)[C@H]3[C@@H](O)C[C@@]21C
    19	12
> CN(Cc1ccncc1)C1CC(=O)N(c2ccc(F)cc2)C1=O (stereo unspecified)
    -6	2
> Cc1ccc(/C=C2\SC(=S)N(CCCC(=O)N3CCOCC3)C2=O)cc1
    20	-2
> CC1(c2cccc(Br)c2)NC(=O)N(CC(=O)Nc2ccc3c(c2)OCCO3)C1=O (stereo unspecified)
    -28	-6
> Cc1ccc(C(=O)COC(=O)c2ccc(O)cc2)cc1
    -6	-3
> c1coc(-c2nnc3sc(C4CCCCC4)nn23)c1
    13	-13
> CC(NC(=O)c1ccc2ccccc2n1)c1ccccc1 (stereo unspecified)
    -12	-3
> Cc1cc2oc(C(=O)NC3CCS(=O)(=O)C3)c(C)c2cc1C (stereo unspecified)
    -7	-1
> COc1ccc(C(=O)NC(=S)NNC(=O)c2ccc(C)cc2)cc1
    3	9
> O=C1CCCC2=C1C(c1cccc(O)c1)C1=C(N2)c2ccccc2C1=O (stereo unspecified)
    2	1
> O=C(c1ccccc1)N1CCCC(C(=O)N2CCc3ccccc3C2)C1 (stereo unspecified)
    3	-7
> Cc1ccc(NC(=O)CN2C(=O)NC3(CCc4ccccc43)C2=O)cc1Cl (stereo unspecified)
    -8	1
> Cc1nn(Cc2ccccc2Cl)c(C)c1NC(=O)C1C2CCC(O2)C1C(=O)O (stereo unspecified)
    21	-5
> O=C(c1cnccn1)N(Cc1ccco1)C1(C(=O)NC2CCCCC2)CCCCC1
    2	-6
> COc1cc(OC)cc(-c2c(C#Cc3ccsc3)c3cc(-c4ccc(C(N)=O)cc4)ccc3n2C)c1
    33	40
> C=CCn1c(-c2cc(-c3ccc(C)cc3)nc3ccccc23)n[nH]c1=S
    6	-5
> CC1=NN(c2ccccc2)C(=O)C1C(=O)c1ccc([N+](=O)[O-])cc1 (stereo unspecified)
    16	-5
> OCCN1CCN(CCCN2c3ccccc3Sc3ccc(C(F)(F)F)cc32)CC1
    -12	11
> CN(Cc1cn(C)nc1-c1ccccc1F)Cc1nccn1C
    6	-4
> Fc1cccc(-c2nn[nH]n2)c1
    -5	9
> O=C(Cc1cc(=O)[nH]c(=O)[nH]1)NCc1ccc(Cl)cc1
    3	-1
> Cc1cnnc2ccc3c(no[n+]3[O-])c12
    -5	3
> Cn1nnnc1SCC(=O)N1CCN(S(=O)(=O)c2ccccc2)CC1
    -5	0

Shown with tabs: two of the compounds above
compound	TAG inh	TAG inh DAPI viability
Cc1cnnc2ccc3c(no[n+]3[O-])c12	-5	3
Cn1nnnc1SCC(=O)N1CCN(S(=O)(=O)c2ccccc2)CC1	-5	0

(next part)
The line under a structure holds: TAG inh	TAG inh DAPI viability
> CCc1cc2cccc(C)c2nc1SCC(=O)N1CCN(C(=O)c2ccco2)CC1
    -15	10
> O=C(NNC(=O)c1ccc(Cl)c(Cl)c1)c1cccnc1
    0	12
> CC1(C(=O)NS(=O)(=O)c2ccc(F)cc2F)CCN1C(=O)C/C=C/c1ccccc1 (stereo unspecified)
    3	-4
> CCOC(=O)N1CCc2c(sc3nc4n(c(=O)c23)N=C(c2ccc(OC)cc2)CS4)C1
    -18	6
> CCN1CC(CN(C)Cc2nc(-c3ccco3)oc2C)CC1=O (stereo unspecified)
    12	0
> COc1cc(SC)ccc1C(=O)N(Cc1ccccc1)c1ccccn1
    -13	6
> O=C(NCc1nc2ccccc2[nH]1)c1cccs1
    -3	0
> CC(=O)OCC(OC(C)=O)C(OC(C)=O)C(OC(C)=O)C(=O)Nc1ccc(C)cc1C (stereo unspecified)
    -16	6
> CCC(C)N(C(=O)COC(=O)CN=C1NS(=O)(=O)c2ccccc21)C1CCS(=O)(=O)C1 (stereo unspecified)
    -3	4
> O=C(Nc1ccc(N2CCOCC2)cc1)c1csc(COCCO)n1
    5	5
> O=C(/C=C/c1ccccc1)c1ccccc1
    9	-6
> O=C(OCC(=O)c1ccc[nH]1)c1ccc([N+](=O)[O-])cc1
    6	-2
> O=C(CN1C(=O)S/C(=C\c2ccc(O)cc2)C1=O)c1ccccc1
    -46	-8
> COC(=O)/C=C1\N/C(=N\c2nc(C)cc(C)n2)N(c2ccc(Cl)cc2)C1=O
    11	-2
> COc1ccc(Cl)cc1NC(=O)CN1C(=O)CC(C)S(=O)(=O)c2ccccc21 (stereo unspecified)
    13	-17
> CCc1ccc(NC(=S)N2CCNC(=O)C2CC(=O)OC)cc1 (stereo unspecified)
    6	-2
> CC(=O)c1c(C)[nH]c(C(=O)CN2C(=O)NC(C)(CCC(C)C)C2=O)c1C (stereo unspecified)
    5	-11
> Clc1ccc(CN2C3=NCCN3c3ccccc32)cc1
    24	9
> COc1cc(OC)cc(C(=O)NC(=S)N2CCCCCC2)c1
    -2	9
> O=C(N/N=C/C=C\c1ccccc1)c1cnccn1
    -2	3
> O=C(COc1cccc(NC(=O)c2cccc([N+](=O)[O-])c2)c1)c1ccc(F)cc1
    13	4
> CCCCCn1c(=N)n(CC(O)COc2ccccc2OC)c2ccccc21 (stereo unspecified)
    37&36	-31&-33
> Cc1ccc(S(=O)(=O)/C(C#N)=C/c2c(N3CCN(C)CC3)nc3c(C)cccn3c2=O)cc1
    4	2
> CN(CC(=O)Nc1ccc(Cl)c(C(F)(F)F)c1)S(=O)(=O)c1cnc[nH]1
    3	-12
> COc1ccc(O)c(C2=Nc3ccccc3N=C(c3ccccc3)C2)c1
    2	-4
> Cc1ccc(F)cc1NC(=S)NCCc1ccccc1
    -7	2
> CN(C(=O)Cn1cc(C#N)c2ccccc21)c1ccccc1
    -18	4
> Cc1ccc(NC(=O)c2ccco2)c([N+](=O)[O-])c1
    3	-17
> O=C1C2C3C=CC(O3)C2C(=O)N1N=C1CCCCC1 (stereo unspecified)
    -6	5
> CCOC(=O)Cc1csc(NC(=O)c2cc(C)on2)n1
    -12	-1

Five entries from above, arranged by SMILES length, lowest first.
The line under a structure holds: TAG inh	TAG inh DAPI viability
> c1coc(-c2nnc3sc(C4CCCCC4)nn23)c1
    13	-13
> Cc1ccc(NC(=O)CN2C(=O)NC3(CCc4ccccc43)C2=O)cc1Cl (stereo unspecified)
    -8	1
> CCc1cc2cccc(C)c2nc1SCC(=O)N1CCN(C(=O)c2ccco2)CC1
    -15	10
> CN(CC(=O)Nc1ccc(Cl)c(C(F)(F)F)c1)S(=O)(=O)c1cnc[nH]1
    3	-12
> CCOC(=O)N1CCc2c(sc3nc4n(c(=O)c23)N=C(c2ccc(OC)cc2)CS4)C1
    -18	6

Whole records as entered above:
`Cc1ccc(NC(=O)c2ccco2)c([N+](=O)[O-])c1` is listed with TAG inh = 3; TAG inh DAPI viability = -17
`CC(=O)c1c(C)[nH]c(C(=O)CN2C(=O)NC(C)(CCC(C)C)C2=O)c1C` (stereo unspecified) is listed with TAG inh = 5; TAG inh DAPI viability = -11

The listing continues.
The line under a structure holds: TAG inh	TAG inh DAPI viability
> CN(C(=O)CSc1ncc(C(F)(F)F)cc1Cl)c1c(N)n(Cc2ccccc2)c(=O)[nH]c1=O
    17	1
> Cc1ccc(C(C(=O)NCc2ccco2)N(C(=O)Cn2nnc3ccccc32)c2ccccc2)o1 (stereo unspecified)
    -7	0
> CCOC(=O)N1CCN(S(=O)(=O)c2ccc(C(=O)NNc3nc4c(C)cccc4s3)cc2)CC1
    1	-6
> CCc1ccc[n+](-c2[nH]c(=O)sc2/C=N/N=C(\[O-])CCn2c3ccccc3c3ccccc32)c1
    21	-10
> O=C(c1c[nH]c2ccccc12)N1CCN(Cc2ccccc2)CC1
    -4	-4
> Cc1ccc(CSc2nnc(SCC(=O)N/N=C/c3ccccc3OCC(=O)O)s2)cc1
    -7	9
> CC(NC(=O)c1nn(C)c(=O)c2ccccc12)c1ccccc1 (stereo unspecified)
    -10	11
> CC(=O)Nc1ccc(S(=O)(=O)N2CC(=O)NC(=O)C2)cc1
    7	-2
> CCCCCOC(=O)c1ccc(NC(=O)c2cccc(NC(=O)c3ccccc3C(=O)O)c2)cc1
    4	4
> Fc1ccc(NC(=S)N2CCOCC2)cc1Cl
    5	-7
> Cc1ccc2c(c1)nnn2C1CCN(C(=O)c2ccccc2F)CC1
    -11	7
> Cc1cccc(C(C)C)c1NC(=O)C1CCN(S(=O)(=O)c2ccccc2)CC1
    15	6
> CC(=O)c1c(C)[nH]c(C(=O)OC2CCCCC2=O)c1C (stereo unspecified)
    -7	1
> Cc1cccc(NC(=O)CN(C)C(=O)c2ccc3ccccc3n2)c1C
    1	-1
> CC(C)CC(N)c1csc(Nc2cc(Oc3ccccc3)ncn2)n1 (stereo unspecified)
    47	-13
> COc1ccc(-c2nnc(SC(C)C(=O)Nc3cccc(Cl)c3)o2)cc1 (stereo unspecified)
    15	-2
> Nc1ccccc1NC(=O)NC(=O)c1ccccc1
    -1	2
> O=C(O)CSc1ncnc2c1oc1ccccc12
    4	-2
> CC(=O)c1ccc(S(=O)(=O)NC2CC(=O)N(c3cccc(F)c3)C2)cc1 (stereo unspecified)
    -6	2
> O=C(CN1C(=O)S/C(=C\c2ccccn2)C1=O)Nc1ccccc1
    4	-12
> CCOC(=O)C(CCCCCCC(NC(C)=O)(C(=O)OCC)C(=O)OCC)(NC(C)=O)C(=O)OCC
    -5	-1
> O=C(CCSc1ccccc1)Nc1ccc(S(=O)(=O)Nc2ncccn2)cc1
    -2	-7
> CC(C)NS(=O)(=O)c1ccc(OCC(=O)NC2CCCCCC2)cc1
    19	-8
> COCCNC(=O)C1(C)CCCN(C(=O)c2cccc(OC(F)(F)F)c2)C1 (stereo unspecified)
    0	-2
> CCCCCC(=O)N1C[C@@H](n2cc(-c3ccc(F)cc3)nn2)[C@H](O)C[C@@H]1c1ccccc1
    -37	11
> COc1ccc(-c2c(C(=O)O)c(-c3ccccc3)cn2C)cc1
    -13	-1
> COc1ccc(/C=N/NC(=O)CNC(=O)/C=C/c2ccco2)cc1OC
    -5	3
> CC(=O)N(CCCN(C)C)Cc1ccccn1
    -2	2
> N#CCCN1CCC(NC(=O)OCc2ccccc2)CCC1=O (stereo unspecified)
    -37	0
> CC(C)NC(=O)[C@@H]1C[C@@]1(C)[C@@H](NC(=O)OCc1ccccc1)c1ccccc1
    -8	-3

The line under a structure holds: TAG inh	TAG inh DAPI viability
> CC1(C(=O)NS(=O)(=O)c2ccc(Cl)s2)CCN1C(=O)C1(c2ccc(Cl)cc2)CC1 (stereo unspecified)
    7	8
> N#C/C(C(=O)NCc1ccccc1)=C1\SC(CCO)C(=O)N1c1ccccc1 (stereo unspecified)
    -11	-3
> CCn1c(CSCc2ccc(F)cc2)nnc1SCC(=O)N1CCN(c2ccccc2)CC1
    -3	1
> CC(CN1CCOCC1)OC(=O)COc1ccc(F)cc1 (stereo unspecified)
    2	10
> O=C(O)CCCNS(=O)(=O)Cc1ccccc1
    -9	5
> COc1ccc(N(C(=O)CNC(=O)c2cccs2)C(C(=O)NC2CCCC2)c2cccnc2)cc1 (stereo unspecified)
    -8	3
> O=C(NCc1ccccn1)Nc1cccc([N+](=O)[O-])c1
    2	-8
> CC(=O)OC[C@@H]1CN(Cc2ccccc2)C[C@H](n2ccc3c(N)ncnc32)O1
    12	-5
> COc1cc(N=Nc2ccc(C)cc2S(N)(=O)=O)c(C)cc1N
    21	1
> CCOC(=O)c1c(NC(=O)c2c(Br)cnn2CC)sc(C)c1C
    -19	4
> CCc1ccc(NC(=O)CSc2nnc(COc3ccc4c(c3)CCCC4)o2)cc1
    4	-9
> COc1cc(/C=C/C(=O)NCC(=O)N2CCC(N(C)CCN3CCOCC3)CC2)ccc1OC(C)C
    13	-3
> CSc1ccc(S(=O)(=O)NCC(=O)OCC(=O)N(C)Cc2ccccc2)cc1[N+](=O)[O-]
    1	5
> Cc1cccc(S(=O)(=O)NC(=O)C2(C)CCN2C(=O)C2(c3ccc(Cl)cc3)CCC2)c1 (stereo unspecified)
    8	2
> Cc1ccc(/C=N/NC(=O)c2cccc(S(=O)(=O)N3CCOCC3)c2)o1
    4	-2
> COc1cc(C(=O)NCC(=O)N2CCN(S(=O)(=O)c3ccccc3C(F)(F)F)CC2)cc(OC)c1OC
    7	-10
> O=C(c1ccco1)N1CCN(C(=O)C(Cc2ccccc2)NS(=O)(=O)c2cccs2)CC1 (stereo unspecified)
    0	15
> O=C(Cc1ccccc1F)NC1CCSc2ccccc21 (stereo unspecified)
    -3	-1
> COCCCN(C(=O)C(C)Oc1ccc(Br)cc1)c1c(N)n(Cc2ccccc2)c(=O)[nH]c1=O (stereo unspecified)
    17	-7
> FC(F)(F)c1cc(-c2ccco2)nc(NCCc2ccccc2)n1
    -47	11
> CN(Cc1nc(CCc2ccccc2)no1)Cc1cccs1
    -31	2
> CCCOC(=O)c1c(NC(=O)C2C3C=CC(C3)C2C(=O)O)sc2c1CCC(C)C2 (stereo unspecified)
    -1	-4
> CC1(OC(=O)CCc2ccccc2)C(=O)C=C2C=C(c3ccc(C#N)cc3)N(CC3CC3)C=C2C1=O (stereo unspecified)
    5	-3

High-throughput results: PubChem BioAssay, Sanford-Burnham Center for Chemical Genomics
